rTrxR1 inhibitor: inhibitors of rat thioredoxin reductase 1. recombinant rTrxR1, NADPH fluorescence consumption, selenite substrate. Potency, µM (doses to about 114 µM), inactives show at the top dose activity change, negative = inhibition, most hits filed as inhibitors. hit rate 1% among 390,000; further: potency means the concentration at half of the fitted maximal effect; on the % scale 0 is the no-effect control and ±100 the full control effect; nearly all actives have a fitted effect of over 65% in size
Target sequence (O89049 whole entry, looked up): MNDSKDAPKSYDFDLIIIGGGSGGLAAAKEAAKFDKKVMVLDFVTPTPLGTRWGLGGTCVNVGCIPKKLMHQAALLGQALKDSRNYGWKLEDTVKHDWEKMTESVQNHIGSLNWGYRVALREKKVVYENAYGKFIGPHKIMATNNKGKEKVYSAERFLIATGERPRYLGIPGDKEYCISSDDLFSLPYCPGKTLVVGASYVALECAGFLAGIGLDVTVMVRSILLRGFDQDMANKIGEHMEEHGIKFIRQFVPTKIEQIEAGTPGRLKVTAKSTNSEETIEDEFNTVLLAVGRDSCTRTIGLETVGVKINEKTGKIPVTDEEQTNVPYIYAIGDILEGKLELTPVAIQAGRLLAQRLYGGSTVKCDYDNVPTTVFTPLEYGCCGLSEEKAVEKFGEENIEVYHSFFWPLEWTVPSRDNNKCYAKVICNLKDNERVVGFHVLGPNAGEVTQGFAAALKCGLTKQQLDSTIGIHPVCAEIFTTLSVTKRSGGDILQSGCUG
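Rat TrxR1 (90 nM in the dispensed reagent) was pre-reduced with 400 uM NADPH for 5 min at room temperature, then incubated with compound for 15 min. After 400 uM selenite was added, NADPH fluorescence (Ex 340/Em 450 nm) was followed for 8 min.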
D2 antagonist: D2 dopamine receptor (human) antagonism. AID 485344. hit rate 2% among 340,000. HEK293 TREx D2 cells, calcium flux, dopamine EC80. inhibition, % at 10 µM; in the data active means inhibition above about 30%; further: 0% is about no effect
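Tetracycline-induced HEK293 T-REx cells expressing D2 force-coupled to calcium signalling were dye-loaded, exposed to compound for 180 s, then challenged with an EC80 of dopamine; calcium flux was followed kinetically for a further 180 s.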
mIDH1 inhibitor: inhibitors of human mutant IDH1 R132H; O75874; IDH1-R132H enzyme, NADPH consumption, diaphorase/resazurin fluorescence; Potency, µM (highest dose often 76.6 µM), without a hit: top-dose activity change, negative = inhibition, actives largely listed as inhibitors; hit rate 0.093% among 390,000; AID 602179; further: potency means the concentration at half of the fitted maximal effect; on the % scale 0 is the no-effect control and ±100 the full control effect; nearly all actives have a fitted effect of over 65% in size
Target sequence (O75874 whole entry R132H, stated change not applied): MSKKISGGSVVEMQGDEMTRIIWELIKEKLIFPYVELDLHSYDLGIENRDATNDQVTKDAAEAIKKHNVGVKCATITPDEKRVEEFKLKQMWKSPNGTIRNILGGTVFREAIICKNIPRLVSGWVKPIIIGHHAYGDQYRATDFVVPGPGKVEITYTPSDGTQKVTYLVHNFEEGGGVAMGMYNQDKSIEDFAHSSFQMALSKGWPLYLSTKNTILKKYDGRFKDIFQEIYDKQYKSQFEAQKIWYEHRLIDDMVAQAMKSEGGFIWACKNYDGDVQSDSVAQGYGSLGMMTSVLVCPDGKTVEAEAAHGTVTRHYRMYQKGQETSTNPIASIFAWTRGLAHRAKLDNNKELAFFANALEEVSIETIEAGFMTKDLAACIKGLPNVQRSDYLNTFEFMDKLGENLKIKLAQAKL
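IDH1-R132H (0.5 ug/mL dispensed) in pH 7.5 Tris buffer was preincubated 30 min with compound, then given a substrate mix of 0.016 mM NADPH and 2 mM alpha-KG for 80 min at room temperature; remaining NADPH was read by diaphorase/resazurin fluorescence.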
Pin1 inh: human Pin1 inhibition; Q13526; Pin1 FP peptide displacement, HiFluor488, 10 min; Potency, µM (titrated, usually from 115 µM), for the others: at the top dose activity, negative = inhibition, hits mostly inhibitors; hit rate 0.009% among 390,000; AID 504891; active means well fitted inhibition curve with a large enough effect in the polarisation, with a control signal flat, not every such curve was filed as active; inconclusive means small, poorly fitted or top-dose-only effect, or effect the other way, or a change in a side signal; inactive means no such curve, though single readings can be large or run the other way; the % refers to the polarisation; further: potency means the concentration at half of the fitted maximal effect; on the % scale 0 is the no-effect control and ±100 the full control effect
Target sequence (Q13526 whole entry, looked up): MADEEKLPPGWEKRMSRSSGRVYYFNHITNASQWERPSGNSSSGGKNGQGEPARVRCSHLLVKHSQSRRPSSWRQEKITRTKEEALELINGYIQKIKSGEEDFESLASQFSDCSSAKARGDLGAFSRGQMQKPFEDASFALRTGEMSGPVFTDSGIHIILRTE
TRHR PAM: allosteric enhancers of human TRH receptor; P34981; TRHR cells, fluo-8 calcium fluorescence, EC20 TRH enhancement; enhancement, % at 2 µM; hit rate 0.66% among 360,000; AID 493056; in the data active means enhancement above about 30%; further: 0% is about no effect
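TRHR-expressing cells loaded with fluo-8 calcium dye were read kinetically (ex 480/em 530) during compound addition, then stimulated with an EC20 of TRH (10 nM final). Enhancement of the Gq-mediated intracellular calcium response was scored.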
D2 agonist: activates the human D2 dopamine receptor | hit rate 0.53% among 340,000 | HEK293 T-REx D2 cells, calcium flux agonist mode | P14416 | activation, % at 2 µM;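 active means activation over 3 SD above normal in the single-dose calcium agonist read, cut at about 30% in these data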; further: 0% is about no effect
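Agonism scored from kinetic calcium signal (1 read/sec, 180 s) following compound pin transfer, after a 10 s baseline. Cells: HEK293 Trex line expressing inducible D2 receptor coupled to calcium, dye-loaded after overnight culture at 30 C.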
TRHR ag: agonists of human TRH receptor. P34981. TRHR cells, calcium flux fluo-8, FDSS agonist mode. activation, % at 2 µM. hit rate 0.18% among 360,000; in the data active means activation above about 30%; further: 0% is about no effect
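TRHR-expressing cells loaded with fluo-8 calcium dye; 23 nL library compound pin-transferred, kinetic FDSS fluorescence (Ex 480/Em 530) recorded about 180 s for agonist-induced calcium release, before a 10 nM TRH EC20 addition for potentiator mode.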
USP1-UAF1 inh: inhibitors of human USP1/UAF1 deubiquitinase; O94782; recombinant USP1/UAF1, Ub-Rhodamine cleavage fluorescence; Potency, µM (highest dose often 57.1 µM), for inactives: at the top dose activity change, negative = inhibition, actives largely listed as inhibitors; hit rate 0.23% among 390,000; further: potency means the concentration at half of the fitted maximal effect; on the % scale 0 is the no-effect control and ±100 the full control effect; nearly all actives have a fitted effect of over 60% in size; inactives centre near -12
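USP1/UAF1 complex (1 nM) preincubated 15 min at room temperature with compound, then Ub-Rho substrate (150 nM final) added. Kinetic fluorescence at 480/540 nm over 6 reads at 60 s intervals; 50 mM HEPES pH 7.8, 0.5 mM EDTA, 0.1 mg/ml BSA, 1 mM TCEP, 0.01% Tween-20.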
TrxR1 substrate: rat thioredoxin reductase 1 substrate activity. hit rate 0.01% among 390,000. purified TrxR1 substrate turnover, NADPH consumption readout. Potency, µM (highest dose often 114 µM), for the others: at the top dose activity change, negative = substrate turnover; further: potency means the concentration at half of the fitted maximal effect; on the % scale 0 is the no-effect control and ±100 the full control effect; nearly all actives have a fitted effect of over 50% in size
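Rat TrxR1, dispensed at 90 nM, was prereduced with 400 uM NADPH (final) for 5 min at ~22 deg C, then incubated with compound 15 min before 400 uM selenite. A first-read NADPH fluorescence drop versus no-compound background flagged substrates.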
An asterisk follows results filed as active; ? = inconclusive; · = not tested or not shown; & = joins results of further samples; [ ] = remark or other dose. Unless noted, the call rests on the fitted dose curve; in most records, active means well fitted inhibition curve with a large enough effect; inconclusive means small, poorly fitted or top-dose-only effect; inactive means no such curve, though single readings can be large or run the other way. This is a subset, so the mix of outcomes need not match the whole.

SMILES	rTrxR1 inhibitor	D2 antagonist	mIDH1 inhibitor	Pin1 inh	TRHR PAM	D2 agonist	TRHR ag	USP1-UAF1 inh	TrxR1 substrate
O=C(NCc1cccc(F)c1)c1noc2c1CCCC2	10.2%	-6.7	-5.5%	-0.9%	21.4	0.2	-0.4	-22.4%	-1.1%
O=S(=O)(O)c1cccnc1SCc1ccccc1	-24.9%	·	-10.1%	0.2%	·	·	·	-10.2%	-20.4%
Cc1ccc(-c2ocnc2C(=O)Nc2nc(C)cs2)cc1	12.5%[57.1 µM]	-2.0	0.9%	2.6%	-17.6	-1.4	0.7	-13.2%	13.4%
COc1ccc(C(=O)c2ccc(OC)c(OC)c2OC)cc1	16.0%[57.1 µM]	·	3.4%	-3.6%	·	·	·	-17.4%	10.0%[57.1 µM]
CN(c1ccccc1)S(=O)(=O)c1ccc(C(=O)NCC(c2ccco2)N2CCCCC2)cc1 (stereo not drawn)	10.8%	-15.6	3.8%	-0.9%	6.3	0.1	0.6	-5.4%	-10.8%
CC1CC(C)CN(C(=O)CSc2ncnc3sccc23)C1 (stereo not drawn)	-11.5%	-13.9	3.3%	8.2%	5.7	-0.1	0.5	-16.8%	-7.4%
Cc1c(/C(O)=C2/C(=O)C(=O)N(Cc3cccnc3)C2c2ccccn2)cnn1-c1ccccc1 (stereo not drawn)	16.5%[57.1 µM]	-5.1	4.4%	5.4%	-0.7	0.2	0.3	-10.8%	-0.2%[57.1 µM]
Cc1ccc(S(=O)(=O)N2CCN(CCOc3ccccc3)CC2)cc1	-4.8%	15.8	3.5%	-2.0%	-2.9	50.4*	-1.0	-11.5%	-9.5%
COc1cccc(-c2csc(N3CCN(CC(=O)NNC(=O)c4ccc(Br)cc4)CC3)n2)c1	9.4%	-16.9	-3.3%	19.5%	0.6	0.5	0.7	-13.9%	4.3%
CCOc1ccc(N=C2NC(=O)C(CC(=O)Nc3ccccc3)S2)cc1 (stereo not drawn)	46.6%	-2.3	0.0%	5.7%	0.5	-0.8	-0.1	-15.4%	7.4%
Cc1ccc2nc(-c3cc(NC(=O)c4ccc5c(c4)OCCO5)ccc3Cl)oc2c1	-22.5%	·	0.2%	2.7%	0.5	-1.4	-3.4	4.3%	-5.1%
COc1ccc(C(=O)NCc2ccccc2OC)cc1	-8.7%[57.1 µM]	-5.8	-3.2%	-2.0%	-0.6	0.2	-0.7	-14.7%	1.7%[57.1 µM]

Random excerpt: two compounds from above.
SMILES	rTrxR1 inhibitor	D2 antagonist	mIDH1 inhibitor	Pin1 inh	TRHR PAM	D2 agonist	TRHR ag	USP1-UAF1 inh	TrxR1 substrate
COc1ccc(C(=O)c2ccc(OC)c(OC)c2OC)cc1	16.0%[57.1 µM]	·	3.4%	-3.6%	·	·	·	-17.4%	10.0%[57.1 µM]
O=C(NCc1cccc(F)c1)c1noc2c1CCCC2	10.2%	-6.7	-5.5%	-0.9%	21.4	0.2	-0.4	-22.4%	-1.1%

Carrying on.
SMILES	rTrxR1 inhibitor	D2 antagonist	mIDH1 inhibitor	Pin1 inh	TRHR PAM	D2 agonist	TRHR ag	USP1-UAF1 inh	TrxR1 substrate
CCOc1ccc(NC(=S)N/N=C(\C)Cc2ccc(OC)cc2)cc1	-18.1%	3.3	6.4%	7.4%	-0.5	-1.3	-1.4	-23.2%	-0.5%
CC/C(C)=N/N1C(=O)c2ccccc2NC1(C)CC (stereo not drawn)	17.0%[57.1 µM]	-0.5	5.0%	49.6%[activator]	0.9	-0.4	0.5	-5.7%	40.5%[activator][57.1 µM]
CC(Sc1nc2ccccc2c(=O)[nH]1)C(=O)O (stereo not drawn)	7.4%	12.4	4.0%	9.2%	-4.9	-0.4	-0.6	-1.9%	4.6%
CCc1nc(C(N)=O)c2[nH]c(=O)n(-c3ccc(OC)cc3OC)c2n1	26.8%	6.3	-6.3%	4.8%	7.5	-1.1	-1.0	-14.6%	-0.4%
CCCC(=O)N1CCN(c2ccc(NC(=S)NC(=O)CC)cc2)CC1	-2.3%	14.3	6.9%	4.2%	3.1	-0.2	0.7	-0.3%	7.8%
NC1=NN=C(c2ccc3c(c2)OCCO3)CS1	1.2%[57.1 µM]	12.3	-10.8%	-3.2%	-1.8	-0.4	-1.7	0.8%	-0.4%[57.1 µM]
O=C(CCC1N=C2c3ccccc3N=C(SCc3ccccc3F)N2C1=O)NCc1ccccc1 (stereo not drawn)	3.9%[57.1 µM]	·	0.0%	0.4%	-1.1	0.1	-0.5	-8.2%	0.5%[57.1 µM]
CCN(CC)c1ccc(S(=O)(=O)N(CC)CC)cc1NC(=O)C1CCCC1	12.1%	4.3	9.3%	0.6%	-8.8	-0.3	0.3	-25.1%	-5.6%
COc1ccc(-c2nn(-c3ccccc3)cc2/C=N/Nc2ccc(S(N)(=O)=O)cc2[N+](=O)[O-])cc1OC	-7.7%[57.1 µM]	-7.2	-3.6%	31.2%[activator]	5.6	-1.3	-0.5	?	-2.8%[57.1 µM]
Cc1cccn2cc(CNC(=O)c3ccco3)nc12	-6.8%	-8.0	4.1%	-1.4%	2.8	0.0	-0.4	-14.1%	-6.9%
CC(=O)Nc1ccc(S(=O)(=O)NCCC(=O)OC(C)C(=O)NC2(C#N)CCCCC2)cc1 (stereo not drawn)	11.2%	6.9	2.4%	-0.4%	-2.0	-0.6	0.1	-16.4%	3.3%
CCn1c(SCC(=O)NC2CCCC2)nc2c1c(=O)n(C)c(=O)n2C	10.1%	-15.7	8.5%	-3.9%	2.3	3.7	0.3	-17.3%	0.2%
CC(C)(C)OC(=O)C[C@@H]1C/C=C\C[C@H](CC(=O)N(CCO)Cc2ccccc2)C(=O)N2CCC[C@H]2COC1=O	-0.2%	·	3.6%	2.9%	·	·	·	-8.5%	-2.4%
Cc1ccc(NC(=O)C(Cc2ccccc2)NS(=O)(=O)c2cccs2)cc1Cl (stereo not drawn)	4.6%	·	7.1%	87.4%[activator]	5.9	1.2	1.8	-26.1%	6.7%[2.29 µM]
CCC(Oc1ccccc1)C(=O)Nc1nnc(S(=O)(=O)N2CCCCC2)s1 (stereo not drawn)	13.6%	2.8	4.9%	-3.1%	-1.3	1.5	0.8	2.6%	-5.4%
COc1ccccc1NC(=O)Cn1cnc2c(nc3n2CCCCC3)c1=O	21.4%&8.6%	3.7	4.2%&0.5%	-4.8%&-0.1%	-4.5&5.5	0.0	0.1&0.5	-12.4%&-7.1%	4.8%&-6.3%
CCOC(=O)c1c(N)ssc1=S	-22.2%	6.2&-10.7	2.0%	0.4%	3.0&-2.3	0.3&1.1	-0.2&0.0	-9.6%	4.0%
CC1CCCN(C(=O)Cn2c3ccccc3c3nc4n(c(=O)c32)CCS4)C1 (stereo not drawn)	15.3%[57.1 µM]	·	0.6%	3.9%	-2.2	·	-0.2	-19.1%	15.5%[57.1 µM]
O=C(NCc1ccc2c(c1)OCO2)C1CC(c2ccc(Cl)cc2)=NO1 (stereo not drawn)	-1.9%[57.1 µM]	-7.6	6.3%	-1.0%	1.6	-0.6	-0.5	-5.7%	-5.5%[57.1 µM]
Cc1nc2c(C)cccc2cc1C(=O)N/N=C/c1ccc(N(C)C)cc1	11.0%	6.1	-2.1%	13.2%	-2.7	0.1	0.4	-21.4%	-3.4%
CN(C)S(=O)(=O)c1cc(NC(=O)COC(=O)c2ccc3c(c2)OCO3)ccc1Cl	23.1%	16.3	-0.2%	9.5%	5.2	0.2	0.1	-15.1%	8.0%
CC1=C(C(=O)OC(C)C)C2(O)C(=O)c3ccccc3C2(O)N1 (stereo not drawn)	17.6%	1.9	-2.4%	2.3%	-9.3	0.2	0.5	-8.9%	-0.4%
COc1cccc(-c2ccc3ncnc(NCc4cccnc4)c3c2)c1	15.3%	·	·	?	9.3	·	-0.3	·	7.2%
COc1ccc(NC(=O)CS(=O)(=O)Cc2ccccc2)c([N+](=O)[O-])c1	0.6%	-5.7	-2.3%	1.3%	3.4	0.1	0.1	2.0%	-1.9%
c1csc(CNc2nc3ccccc3n2CCN2CCOCC2)c1	-18.3%	·	8.0%	1.3%	6.0	·	0.2	-13.3%	-14.5%
Cc1ccc(S(=O)(=O)Nc2cc(-c3ccccc3)nn2C)cc1	-11.4%	-2.8	1.6%	-0.1%	0.6	-1.0	-0.2	-10.1%	-9.6%
COC(=O)c1ccccc1SCc1csc(C)n1	14.5%	-5.4	-6.6%	-7.6%	12.1	0.1	-0.4	-6.3%	0.6%
NC(=O)c1ccc(NC(=O)CSc2nnc(-c3cccnc3)n2Cc2ccco2)cc1	-37.4%	-5.4	10.0%	-2.8%	-2.9	1.2	0.2	-14.0%	·
O=C(Oc1ccc(NC2=C(Cl)C(=O)c3ccccc3C2=O)cc1)c1ccc([N+](=O)[O-])cc1	-5.8%	7.6	7.9%	5.5%	-13.9	-0.1	-0.6	-14.0%	-5.8%
O=C(O)/C=C/C(=O)N1CCN(c2cccc(Cl)c2)CC1	1.9%	7.5	-0.1%	-1.6%	6.9	2.6	-0.4	6.2%	-2.4%
O=C(Cc1c(F)cccc1Cl)Nc1nccs1	6.5%[57.1 µM]	1.0	7.5%	18.1%	12.6	0.6	-0.5	2.2%	-6.4%[57.1 µM]
COc1ccc(CC(=O)NCc2ccc(Cl)cc2)cc1S(=O)(=O)N1CCOCC1	15.5%	-6.0	1.0%	-10.2%	-5.2	1.4	-0.6	-19.8%	5.5%
CC(=O)Nc1cccc(NC(=O)C(=O)NCCc2csc3nc(-c4ccccc4F)nn23)c1	-5.0%[57.1 µM]	·	0.0%	15.2%	-2.0	-1.0	0.2	?	-6.6%[57.1 µM]
Nc1nc(SCC(=O)Nc2cccc(F)c2)n[nH]1	8.5%	·	-4.2%	-13.2%	·	·	·	-16.2%	4.0%
CCCC(C)C(=O)OCC(=O)NCc1ccc(OC)c(OC)c1 (stereo not drawn)	13.5%[57.1 µM]	4.4	-0.4%	-3.7%	0.7	0.5	0.6	-7.2%	5.1%[57.1 µM]

Compound activity as filed in PubChem BioAssay.
